Source: PubChem BioAssay (Sanford-Burnham Center for Chemical Genomics)
NRP1-CendR mod – modulators of CendR peptide binding to human neuropilin-1; O14786; FAM-RPARPAR peptide binding to NRP-1, fluorescence polarization; inhibition, % at 25 µM; hit rate 0.85% among 360,000; AID 602438;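 active = inhibition or corrected inhibition above about 18%, plus a signal ratio from 0.5 to 1.5, limit read from the data, passing the limit was not always enough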; also: strong numbers were not always called active
MT1-MMP act inh – inhibitors of human MT1-MMP activation; P50281; HT1080 RFP-PRO-GFP cells, GFP/RFP ratio fluorescence, overnight; percent of plate control window, DMSO zero; GFP/RFP ratio change, % at 20 µM; hit rate 0.061% among 360,000;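 active = GFP/RFP ratio change of at least 30% with cell ATP level not reduced by more than half and red fluorescence within 50% of control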; also: strong numbers were not always called active
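Material – HT1080 RFP-PRO-GFP cells · Control set – DMSO wells and RFP-L50D-GFP cells · Incubation – overnight cell settling, then overnight compound exposure, 37 °C, 5% CO2 · Compound dosing – single-point 20 µM compound, 1% DMSO · Read-out – GFP/RFP fluorescence ratio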
DNMT1 inh – inhibitors of human DNMT1; P26358; DNMT1 molecular beacon, Hinp1I cleavage, fluorescence; inhibition (reported as % activation of signal), % at 10 µM; hit rate 0.83% among 360,000; AID 588458; in the data active = inhibition above about 50%
SKN-1 inh – blocks SKN-1 activity in C. elegans; AID 624304; C. elegans VP596 Pgst-4::GFP/RFP ratio, acrylamide-induced, 24 h; hit rate 0.49% among 360,000; inhibition, % at 21.8 µM;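 active = interference check ratio from 0.5 to 1.5 plus GFP to RFP signal ratio inhibition reaching or exceeding a fixed threshold, cut at about 30% in these data, passing the limit was not always enough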; also: some compounds called inactive have numbers as strong as hits
NadD inh – NadD (S. aureus) enzyme inhibition; purified NadD enzyme, colorimetric absorbance read-out; inhibition, % at 20 µM; hit rate 0.78% among 360,000; in the data active = inhibition above about 26%; also: some compounds past the cut are filed as inactive
LMPTP inh – blocks human LMPTP phosphatase | P24666 | hit rate 0.22% among 360,000 | recombinant LMPTP-A, OMFP fluorogenic substrate, fluorescence intensity | inhibition, % at 20 µM;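 active = compounds that cut the enzyme signal by at least half of the control window in the single-dose screen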;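 also: plate controls were DMSO wells with enzyme plus substrate for no effect and substrate without enzyme for full effect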
Target sequence (P24666 whole entry, looked up): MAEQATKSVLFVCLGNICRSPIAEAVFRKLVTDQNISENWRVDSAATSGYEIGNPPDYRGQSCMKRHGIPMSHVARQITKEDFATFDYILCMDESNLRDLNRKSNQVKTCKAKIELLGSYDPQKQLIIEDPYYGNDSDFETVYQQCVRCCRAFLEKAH
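Buffer or medium: Bis-Tris pH 6.0, DTT, detergent; Assay system: LMPTP-A enzyme; Quantity: 0.625 nM enzyme; Detection: endpoint fluorescence intensity; Times: 50 min dark incubation at room temperature; Controls: substrate-only low control, DMSO enzyme-plus-substrate high control; Doses: single 20 µM dose; Read-out: percent inhibition versus substrate-only and uninhibited controls; Reagent: 400 µM OMFP.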
SUMO1 PPI mod – alters human SUMO1 binding to SIM partners; inhibition, % at 20 µM; hit rate 0.33% among 360,000; SUMO1 binding to a labelled peptide, TR-FRET, 1 h; P63165; AID 602429; in the data active = inhibition above about 37%
Rpn11 inh – Rpn11 (human) deubiquitinase inhibition; calls only at 20 µM; AID 588493; hit rate 0.59% among 360,000; O00487; human 26S proteasome, Ub4-pepOG fluorescence polarization; 20S core pre-blocked with epoxomicin;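 active = inhibition at 20 µM, scaled to each plate's controls, above about 33%, limit read from the data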
Target sequence (O00487 whole entry, looked up): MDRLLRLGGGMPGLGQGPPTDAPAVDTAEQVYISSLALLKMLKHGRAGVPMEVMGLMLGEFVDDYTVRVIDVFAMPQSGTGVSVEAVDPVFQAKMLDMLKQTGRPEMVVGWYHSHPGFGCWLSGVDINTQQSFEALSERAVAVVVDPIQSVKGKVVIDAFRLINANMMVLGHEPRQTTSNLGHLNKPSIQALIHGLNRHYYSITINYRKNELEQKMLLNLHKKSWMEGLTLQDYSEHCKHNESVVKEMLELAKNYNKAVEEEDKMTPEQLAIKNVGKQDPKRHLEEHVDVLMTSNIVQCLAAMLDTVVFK
STEP inh – blocks human striatal-enriched tyrosine phosphatase; P54829; inhibition, % at 20 µM; hit rate 0.25% among 360,000; recombinant STEP, OMFP fluorogenic substrate, fluorescence;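 active = inhibition at 20 µM, scaled per plate between control wells, above about 37%, limit read from the data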;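 also: 0% = DMSO with enzyme and substrate and 100% = substrate only without enzyme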
Target sequence (P54829 whole entry, looked up): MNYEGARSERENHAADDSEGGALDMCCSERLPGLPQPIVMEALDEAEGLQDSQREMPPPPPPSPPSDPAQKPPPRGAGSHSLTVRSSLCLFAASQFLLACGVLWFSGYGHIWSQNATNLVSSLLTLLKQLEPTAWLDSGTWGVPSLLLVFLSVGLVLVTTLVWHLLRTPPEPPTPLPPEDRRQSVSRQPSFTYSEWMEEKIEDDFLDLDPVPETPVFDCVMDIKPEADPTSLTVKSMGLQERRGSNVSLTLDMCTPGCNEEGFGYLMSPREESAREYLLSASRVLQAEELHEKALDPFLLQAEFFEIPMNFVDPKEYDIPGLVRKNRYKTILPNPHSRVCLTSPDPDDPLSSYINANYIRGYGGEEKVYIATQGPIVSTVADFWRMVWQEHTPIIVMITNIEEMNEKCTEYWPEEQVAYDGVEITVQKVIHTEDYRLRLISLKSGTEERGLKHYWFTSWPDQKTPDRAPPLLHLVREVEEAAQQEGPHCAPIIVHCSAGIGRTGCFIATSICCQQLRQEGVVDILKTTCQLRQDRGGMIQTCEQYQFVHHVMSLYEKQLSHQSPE
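material = STEP tyrosine phosphatase | reagent = fluorogenic phosphatase substrate OMFP at 25 µM final | doses = single compound dose of 20 µM, 1% DMSO final | schedule = 20 min reaction, room temperature, in the dark | measured by = fluorescence, 480/540 nm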
Scp-1 inhibitor – blocks human Scp-1 phosphatase activity; Q9GZU7; Recombinant Scp1, phosphopeptide, malachite green phosphate absorbance; inhibition, % at 20 µM; hit rate 0.88% among 340,000;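 active = inhibition above about 50% at 20 µM, limit read from the data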;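 also: plate controls were DMSO wells with enzyme for no effect and wells lacking enzyme for full effect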
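System: SCP-1 catalytic domain; Reagent: Phospho 17-mer peptide substrate; Doses: one concentration, 20 µM, with 1.0% DMSO; Incubation: 45 min room-temperature reaction, 5 min colour, 30 min stabiliser; Signal: Phosphate-binding colour reagent, absorbance read at 630 nm.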
Starred values were filed as active, the others as inactive; i = inactive; nt = no result given. Rows are unselected. About 3.9% of those tested had a hit in this group.

NRP1-CendR mod	MT1-MMP act inh	DNMT1 inh	SKN-1 inh	NadD inh	LMPTP inh	SUMO1 PPI mod	Rpn11 inh	STEP inh	Scp-1 inhibitor	SMILES
-4.4	-0.1	-0.4	10.7	1.5	-0.9	-1.4	i	0.1	-8.0	Cc1cc(Cl)ccc1C(=O)C1CCCN(C(=O)CCn2cnnn2)C1 (stereo not drawn)
0.3	-1.0	-5.2	13.5	-0.2	1.3	2.3	i	3.8	-4.2	Cc1ccccc1NC(=O)Cc1nc(CSc2nnc(-c3ccc4c(c3)OCO4)o2)cs1
8.9	-2.8	-5.3	-16.7	2.6	0.8	22.1	i	2.5	-20.1	Cc1ccccc1Nc1nn2c(=O)c3ccccc3nc2s1
-5.5	-3.5	-1.0	5.1	-4.3	-0.6	2.4	i	-2.6	-2.7	COC(=O)C1=CN(Cc2cccs2)C=C(C(=O)OC)C1c1cccc(OC)c1OC
-1.9	-0.2	-0.9	15.3	-3.3	0.8	-0.5	i	-0.4	-2.0	CN(C)c1ccc(C(=O)N/N=C/c2ccccn2)cc1
7.1	-1.5	3.1	-3.2	1.3	0.5	-1.1	i	-0.5	-6.0	CN(C)C(=O)c1nc2ccc(Cl)cn2c1CN1CCN(c2ncccn2)CC1
4.7	-4.5	2.6	-8.8	3.0	-0.6	-0.4	i	-2.6	0.0	O=C(NNC(=O)c1ccc(Cl)cc1Cl)c1ccncc1
-9.3	-3.7	-0.7	6.5	-3.4	-0.3	5.3	i	-2.8	-4.7	CN(Cc1cccs1)S(=O)(=O)c1cccs1
3.4	-6.4	9.1	-0.8	0.8	-1.4	2.8	i	1.3	0.5	N#CC1=C(N)OC2=C(C(=O)CC(c3ccccc3)C2)C1c1ccoc1 (stereo not drawn)
17.5	-4.0	-19.6	-2.1	19.3	-1.3	-17.5	i	3.0	-6.8	COc1ccc(-c2cc(-c3ccccc3)c(C#N)c(=S)[nH]2)cc1
2.6	-0.8	0.9	5.2	-0.3	-1.5	1.8	i	3.6	-6.9	Cc1ccc(CN2C(=O)CCC2(C)C(=O)NCc2cccnc2)cc1 (stereo not drawn)
8.6	-1.5	3.7	3.5	0.7	0.9	0.6	i	-0.5	6.4	CC(=O)n1cc([C@H]2C=C(C(=O)N3CCOCC3)O[C@@H](OCc3ccc(CO)cc3)C2)c2ccccc21
-8.9	-1.9	-5.1	10.3	38.7*	4.5	4.3	i	1.7	0.8	Cc1ccc(-c2csc(N3CCN(S(=O)(=O)c4ccc5c(c4)NC(=O)CO5)CC3)n2)cc1
15.1	5.2	0.8	11.4	-3.7	2.2	3.1	i	0.5	-5.2	Cc1cc(C)n(C(=O)CCCCCCCC(=O)n2nc(C)cc2C)n1
-49.1	-5.0	-1.8	28.1	35.3*	2.4	5.8	i	13.1	2.9	CCCc1cc(=O)[nH]c(SCC(=O)N2N=C(c3ccc(Cl)cc3)CC2c2ccco2)n1 (stereo not drawn)
2.4	0.8	0.2	2.4	-5.7	0.1	0.3	i	10.4	-10.0	CC(=O)C(Sc1nnnn1-c1ccc(O)cc1)c1ccccc1 (stereo not drawn)
-5.2	11.5	0.6	9.7	0.8	0.0	0.7	i	0.7	-6.5	CC(=O)NCCc1nc2cc(NC(=O)Nc3ccccc3)ccc2n1C
-7.8	-3.1	5.0	-19.3	-1.2	-1.6	-0.2	i	0.3	10.4	COc1ccc(C)cc1NC(=O)CSc1nnc(-c2ccco2)n1Cc1ccco1
-0.6	-4.4	-39.4	7.7	4.6	3.3	4.0	i	0.2	-4.0	CC(C)=CCc1cc([C@@H]2COc3c(ccc4c3C=CC(C)(C)O4)C2)c(O)cc1O
1.4	5.7	-1.7	-7.0	-3.1	5.1	-7.3	i	0.0	0.3	O=C(Nc1ccc(C(=O)NCCCN2CCN(c3ccc(F)cc3)CC2)cc1)C1=CSCCO1
-2.5	-2.6	0.8	-5.9	-6.1	-0.8	0.4	i	-0.6	-3.9	Cn1cc(CN2CCCC(CO)C2)c(-c2ccc(Oc3ccccc3)cc2)n1 (stereo not drawn)
-0.5	-1.6	0.5	-0.4	-1.0	-1.4	1.9	i	1.9	-5.7	CC(C)(C)C(=O)C1=C(O)C(=O)N(Cc2ccccc2)C1c1ccccc1Cl (stereo not drawn)
-41.7	-7.0	7.7	6.8	13.3	3.5	-2.2	i	2.1	-0.8	COC(=O)c1ccccc1NC(=O)c1cc(-c2ccco2)on1
-3.5	-2.4	1.7	14.7	-4.5	-1.6	-8.8	i	-0.2	-5.5	Cc1cnc(C(=O)OCC(=O)c2ccc(C)s2)cn1
16.9	-1.8	2.2	1.2	-1.9	-0.5	0.9	i	3.8	1.9	C[C@H]1CCC[C@]2(CC(=O)c3cc(F)ccc3O2)C1

Whole records, quoted from the list. Values in the order: NRP1-CendR mod, MT1-MMP act inh, DNMT1 inh, SKN-1 inh, NadD inh, LMPTP inh, SUMO1 PPI mod, Rpn11 inh, STEP inh, Scp-1 inhibitor
CCCc1cc(=O)[nH]c(SCC(=O)N2N=C(c3ccc(Cl)cc3)CC2c2ccco2)n1 (stereo not drawn) is listed as -49.1, -5.0, -1.8, 28.1, 35.3*, 2.4, 5.8, i, 13.1, 2.9
Cc1cnc(C(=O)OCC(=O)c2ccc(C)s2)cn1 is listed as -3.5, -2.4, 1.7, 14.7, -4.5, -1.6, -8.8, i, -0.2, -5.5

Part of the list above, showing only NadD inh and SUMO1 PPI mod:
mol	NadD inh	SUMO1 PPI mod
CN(C)C(=O)c1nc2ccc(Cl)cn2c1CN1CCN(c2ncccn2)CC1	1.3	-1.1
O=C(NNC(=O)c1ccc(Cl)cc1Cl)c1ccncc1	3.0	-0.4
CN(Cc1cccs1)S(=O)(=O)c1cccs1	-3.4	5.3
N#CC1=C(N)OC2=C(C(=O)CC(c3ccccc3)C2)C1c1ccoc1 (stereo not drawn)	0.8	2.8
COc1ccc(-c2cc(-c3ccccc3)c(C#N)c(=S)[nH]2)cc1	19.3	-17.5

The list goes on:
NRP1-CendR mod	MT1-MMP act inh	DNMT1 inh	SKN-1 inh	NadD inh	LMPTP inh	SUMO1 PPI mod	Rpn11 inh	STEP inh	Scp-1 inhibitor	SMILES
-4.6	2.9	-0.1	10.6	0.6	-0.5	-17.8	i	-1.3	-7.7	O=C1NC2=C(C(=O)CCC2)C(c2ccc([N+](=O)[O-])cc2)N1 (stereo not drawn)
-1.5	1.9	2.0	-6.3	-6.2	0.0	-3.2	i	1.8	20.8	CCC(C(=O)N1CCN(C(=O)c2ccco2)CC1)c1ccccc1 (stereo not drawn)
-6.2	0.4	-8.3	-1.5	7.1	0.1	2.7	i	0.9	-1.4	Cc1cc(C(=O)CSc2n[nH]c(N)n2)c(C)n1-c1ccc2c(c1)OCO2
3.3	0.8	-0.5	7.8	0.3	-1.4	0.2	i	1.4	-8.3	Cn1c(SCC(=O)Nc2nccs2)nnc1-c1ccccn1
3.1	-0.7	1.4	2.0	-2.3	-0.1	1.2	i	-0.4	-2.2	O=C(c1ccc(=O)[nH]c1)N(Cc1ccco1)C1(C(=O)NC2CCCCC2)CCCCC1
0.6	0.6	0.7	-8.2	6.2	-0.7	1.1	i	-2.6	-12.5	CCOc1cnc(C(=O)NNC(=O)C(Br)C(C)C)o1 (stereo not drawn)
-19.5	-7.6	-0.9	-5.6	2.3	-0.4	-16.0	i	0.6	-2.5	O=C(CSc1nnc2ccc(-c3ccncc3)nn12)c1cccs1
-12.6	-3.0	-1.4	12.2	0.8	1.7	-13.1	i	0.9	-6.4	Oc1ccc(Cl)cc1N=Cc1sc2ccccc2c1Cl
1.8	-3.3	0.1	-5.7	0.6	-0.5	5.9	i	-0.7	-4.8	NC(=O)C1CCN(C(=O)CSc2nc3c(c(-c4ccccc4)n2)CCCC3)CC1
4.1	-0.2	1.0	-14.5	-0.1	0.0	0.3	i	-3.0	-9.1	COc1ccc(C(=O)CCN2CCN(c3ccc(OC)cc3)CC2)cc1
1.7	-3.9	2.3	5.4	-0.7	0.1	0.1	i	-1.1	-12.0	CC1CCCC(C)N1C(=O)COC(=O)C12CC3CC(CC(Cl)(C3)C1)C2 (stereo not drawn)
8.4	2.2	1.7	-3.3	-6.4	0.0	5.2	i	-0.6	-2.4	Cc1nnc(NC(=O)c2cccc(S(=O)(=O)N3CCCC3)c2)s1
6.5	-2.3	2.8	-12.2	1.5	1.2	1.7	i	-1.0	-1.8	CCOc1ccc(N(CC(=O)NC(C)(C)C)C(=O)CCC(=O)Nc2nccs2)cc1
-19.6	0.6	-0.8	0.9	-1.4	-0.8	-6.0	i	-1.4	-8.0	NC(=S)Nc1cccc2[nH]ncc12
14.7	3.4	1.8	4.6	3.6	4.1	3.5	i	3.5	-3.0	COc1ccc(-c2noc3c2-c2nc(C(C)C)sc2CC3)cc1
5.1	-3.5	nt	12.7	-0.4	-0.7	5.1	nt	nt	nt	CCOC(=O)[C@]12CCCC=C1N(Cc1cccc3ccccc13)C(=O)[C@H](CC(=O)N1CCSCC1)C2
-4.2	1.5	-7.5	-2.0	7.5	2.6	2.0	i	0.3	-10.6	Cc1cc(SCC(=O)Nc2ccc(O)cc2)n2ncc(-c3ccccc3)c2n1
-9.4	2.1	3.3	4.4	-0.6	-3.2	-3.9	i	-2.3	-1.8	CCC(=O)Nc1ccccc1C(=O)C(=O)Nc1ccccc1
-1.5	-1.1	4.3	8.2	-8.0	2.7	-18.3	i	4.9	-17.6	CC(Nc1cc(N2CCN(S(C)(=O)=O)CC2)ccc1[N+](=O)[O-])c1ccccc1 (stereo not drawn)
-1.6	3.7	2.8	-0.8	-3.6	-3.7	-2.4	i	-3.6	nt	COc1ccccc1S(=O)(=O)N(C)C[C@H]1OCc2cnnn2CCCC(=O)N([C@@H](C)CO)C[C@H]1C
-21.7	4.8	-3.3	4.2	3.9	-0.9	-0.1	i	-1.0	-8.0	C=CCN(Cc1nc(-c2ccc(OC)c(OC)c2)oc1C)C1CCS(=O)(=O)C1 (stereo not drawn)
-4.5	-2.3	-4.6	11.0	4.0	4.6	0.0	i	3.4	-10.6	[O-]/C(=C(\C(=S)Nc1ccc(SC(F)F)cc1)[n+]1ccccc1)c1cc(Cl)ccc1Cl
-0.4	3.4	nt	13.4	-1.9	0.3	-3.0	nt	nt	nt	COc1ccc(OC)c(CN2C(=O)CCC2(C)c2nnnn2Cc2ccccc2)c1 (stereo not drawn)
-9.4	4.7	7.2	3.6	-4.8	-1.3	1.4	i	1.9	-3.2	CC(=O)Nc1ccc(OCC(=O)NCc2ccccc2)cc1
-10.3	0.8	5.0	13.7	2.5	-0.5	0.7	i	-1.4	-2.1	CCOC(=O)c1cc2c(c(CCO)n1)[C@H](CCO)N(S(=O)(=O)C(C)(C)C)C2
